Dicer processing: inhibitors of human Dicer processing of pre-microRNA; Q9UPY3; 47,000 compounds, 6% hits; z-score at 25 µM; cat-ELCCA pre-miR-21 Dicer processing, chemiluminescence; hits give high values; in the data active = z-score above about 3, passing the limit was not always enough;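 also: plate controls were vehicle for no effect and no enzyme for full effect; higher signal means more uncleaved substrate so more Dicer inhibition; strong numbers were not always called active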
* marks the source's active call; other numbers are inactive results. This is a subset (hit frequency here may not be typical).

Structure,Dicer processing
COc1ccc(CN2COc3ccc(Cl)cc3C2)cc1,0.61
COc1ccc(C2N=C(N)Nc3nc4ccccc4n32)cc1 (configuration not stated),-0.05
O=C(CSC1CN(C(c2ccccc2)c2ccccc2)C1)NNC(=O)c1cccs1,-8.15
CC(C)(C)OC(=O)C(C)(C)S(=O)(=O)c1ccc(Cl)cc1,0.27
O=C1c2ccccc2C(=O)N1CN(Cc1ccsc1)CN1C(=O)c2ccccc2C1=O,-1.37
O=C1c2oc3ccc(F)cc3c(=O)c2C(c2cccc(O)c2)N1Cc1ccc(F)cc1 (configuration not stated),-1.16
Cc1ccc(C(=O)CSC2=NCCCCC2)cc1,-2.6
CCOC(=O)C1=C(CC)NC2=C(C(=O)CC(C)(C)C2)C1c1ccccc1 (configuration not stated),-1.27
CCOC(=O)C1=C(C)NC2=C(C(=O)CC(C)(C)C2)C1c1ccc(OCC)cc1 (configuration not stated),-1.28
NC(=O)NC(=O)Cc1nc2ccccc2s1,0.14
Oc1[nH]c2ccccc2c1N=Nc1nc(-c2ccc(-c3ccccc3)cc2)cs1,1.42
CCOC(=O)C(CC)Oc1ccc2c(=O)c(Oc3ccccc3Br)coc2c1 (configuration not stated),0.62
OCC#CCSc1ncnn1-c1ccccc1,-7.49
C=CCOC(=O)Oc1ccc2c(=O)c(Oc3ccc(CC)cc3)coc2c1,1.27
COc1ccc(NC2CC(=O)N(c3ccc(OC)cc3)C2=O)cc1 (configuration not stated),0.21
O=C(O)CCC(=O)N1N=C(c2cccs2)CC1c1ccccc1F (configuration not stated),1.81
CN(C)c1ccc(N2C(=O)CC(c3ccccc3)CC2=O)cc1,1.9
COc1ccccc1N1CCN(S(=O)(=O)c2ccc(S(N)(=O)=O)cc2)CC1,1.72
COc1ccc(/C(O)=C2\C(=O)C(=O)N(CCN3CCOCC3)C2c2ccc(Cl)cc2)cc1 (configuration not stated),0.19
COc1cc(C2C(C#N)=C(N)Oc3cc(O)ccc32)ccc1OCc1ccc(F)cc1 (configuration not stated),-2.07
COC(=O)Cc1c(-c2ccccc2)c2cc(Br)ccc2[nH]c1=O,3.85*
Cc1cc(S(=O)(=O)NN(C)c2cccc(Cl)c2C#N)cc(C)c1F,-0.13
N#Cc1c(S/C=C(\O)c2cc3ccccc3o2)nc2c(c1C(F)(F)F)CCCC2,0.86
COCCOC(=O)C1=C(C)NC2=C(C(=O)CC(C)(C)C2)C1c1cc(OC)ccc1OC (configuration not stated),-0.94
CCOC(=O)CSC(=NCc1ccccc1)NNC(=O)c1c(C)nc2cc(C)ccn12,-1.24
CSc1sc(Br)c(Cl)c1S(=O)(=O)C(C)C,-0.95
CCC(=O)N1c2ccccc2-c2nnc(SC)nc2OC1c1cccn1C (configuration not stated),-2.31
O=C1ON=C(CSc2ccccc2)/C1=C/c1ccccc1,0.83
O=C1C2ON(c3ccccc3)C(c3ccccc3O)C2C(=O)N1c1ccc(F)cc1 (configuration not stated),-0.01
CCCc1nc(C(C)(C)O)c(C(=O)OCc2oc(=O)oc2C)n1Cc1ccc(-c2ccccc2-c2nn[nH]n2)cc1,0.44
Cc1onc(-c2c(Cl)cccc2Cl)c1NC(=O)N(C)c1c2c(nn1C)CCCC2,-0.51
CC(C)NC(=O)c1nn2c(c1Br)NC(c1cccs1)CC2C(F)(F)F (configuration not stated),0.59
CSc1nc(N)nc(-c2cc(Cl)cc(Cl)c2)n1,-1.36
CCOC(=O)COc1nc(-c2cccs2)cc(C(F)(F)F)n1,0.79
COC(=O)c1cc(S(=O)(=O)Nc2ccsc2C(=O)OC)oc1C,0.86
Cn1c(CSc2ccnc3cc(Cl)ccc23)nnc1SCC(=O)N1CCOCC1,1.38
Oc1ccccc1O,2.17
Cc1nn(S(=O)(=O)c2ccc(-c3cc(C(F)(F)F)n(C)n3)s2)c(C)c1Br,0.27
Oc1sc(-c2ccccc2)cc1/C=N/c1nc(-c2ccccc2)cs1,0.1
Clc1ccc(/C=N/Nc2ccc(-c3cnco3)cc2)cc1,-3.38
COC(=O)C1=C(C)NC2=C(C(=O)CC(c3ccccc3OC)C2)C1c1ccc(C(=O)OC)cc1 (configuration not stated),-0.49
N#C/C(=C1/SC=C(c2ccc(-c3ccccc3)cc2)N1c1ccccc1)c1nc2ccccc2[nH]1,2.91
Cc1nn(C)c(-n2ncc(C#N)c2N)c1[N+](=O)[O-],-0.46
Cn1c(Oc2ccc3c(c2)OCO3)nc2c1c(=O)n(Cc1ccc(F)cc1)c(=O)n2C,0.39
C=CCNc1nc(-c2ccc(Cl)cc2)c(-c2ccccc2)s1,-0.35
NCCSc1cc(C(F)(F)F)nc2ccccc12,-0.18
Cc1ccc(-n2cccc2)c(NC(=S)NC(=O)c2ccccc2)c1,-1.4
Cc1ccc(C(=O)Cn2c3ccccc3n3nc(-c4ccco4)nc23)cc1,-0.21
CCOc1ccc(N2CCc3c2nc2ccc(Br)cc2c3N)cc1,1.43
N=c1sc2ccccc2n1-c1ccccc1,-2.79
COc1nc(C)ccc1-c1noc(-c2ccncc2)n1,0.07
CCN1C(=O)C(NC(C)=O)c2cc(Cl)ccc21 (configuration not stated),-0.2
C=CCNc1ncnc2c1sc1nc(C(C)C)c3c(c12)CC(C)(C)OC3,-0.23
CSc1ccccc1N1CCN(CCCCCC(=O)NC2CCCc3ccccc32)CC1 (configuration not stated),-0.74
COc1ccc(OC)c(C2NC(c3cc(OC)ccc3OC)C(C)C(C)(O)C2C)c1 (configuration not stated),-0.03
CS(=O)(=N/C=C(\C#N)S(=O)(=O)c1ccccn1)c1ccc(Cl)cc1 (configuration not stated),1.23
CC(CN(C)Cc1ccccc1)OC(=O)C1COc2ccccc2O1 (configuration not stated),3.5*
O=c1oc(-c2c(F)cccc2F)nn1-c1ccc(C(F)(F)F)cn1,-0.42
O=C(O)COCC(=O)Nc1ccc(N2CCOCC2)nc1N1CCOCC1,-0.99
CCOc1ccc2nc(Nc3ncc4c(n3)CC(C)(C)CC4=O)nc(C)c2c1,0.9

Next structures follow:
Structure,Dicer processing
CN(C)CCCN1C(=O)C(=O)/C(=C(/O)c2ccccc2)C1c1ccco1 (configuration not stated),-2.17
COCc1nc(-c2ccc(-c3ccc(OC)cc3)nc2OC)no1,0.23
Cc1ccc(S(=O)(=O)NC(=O)OCCn2ncc3ccccc3c2=O)cc1,2.03
COC(=O)C1=C(C)Nc2nc3ccccc3n2C1c1cc(F)cc(F)c1 (configuration not stated),-0.6
CCc1ccc(NC(=S)NN(C)C)cc1,0.63
Oc1ccc(CCc2n[nH]c(=S)n2-c2cc(C(F)(F)F)cc(C(F)(F)F)c2)cc1,-0.57
COc1ccc(C2C(C(=O)OC(C)C)=C(C)NC3=C2C(=O)CC(c2ccccc2OC)C3)cc1OC (configuration not stated),-0.67
Cc1ccc(NC(=O)c2ccc(CSc3ccccn3)cc2)c(O)c1,0.78
CSc1cccc(NC(=S)Nc2cc3c(c(N)c2C)C(C)(C)CC3(C)C)c1,0.78
CCn1nc(C)cc1C(=O)NNC(=S)NCCCOC,1.37
COc1ccccc1C1SCCN1S(=O)(=O)c1ccc(C)cc1C (configuration not stated),0.61
CC(C)c1ccc(C2CC(=O)c3cnc(NCc4ccco4)nc3C2)cc1 (configuration not stated),-0.62
CCOC(=O)c1cnn2c1nc(N1CCOCC1)c1ccccc12,0.55
COc1ccc(CNCCC(c2ccco2)c2ccccc2OC)cc1OC (configuration not stated),-0.61
CCc1ccc(S(=O)(=O)Nc2ccc3oc(=O)sc3c2)cc1,7.88*
COc1ccc(N=C(N)N=C(N)N)cc1,6.29*
Cc1ccc(S(=O)(=O)N(C)c2cccc3cccnc23)cc1,0.57
CCOc1cc(C2C(C(=O)OC)=C(C)Nc3nc4ccccc4n32)ccc1O (configuration not stated),-1.01
O=C1NC(c2ccc(Cl)cc2)Nc2sc3c(c21)CCCC3 (configuration not stated),0.55
Cn1ncc2c(NC3CCCCC3)ncnc21,0.96
C=CCn1c(N)c(-c2nc3ccccc3n2C)sc1=S,1.65
COC(=O)c1c(NC(=O)CCCOc2ccc(Cl)cc2)sc2c1CCCC2,4.01*
C=CCN1C(=O)C2(/C(=C(/O)c3ccccc3)C(=O)C(=O)N2CCN2CCOCC2)c2ccccc21 (configuration not stated),1.5
COc1ccccc1Oc1nc2c(c(=O)n(Cc3ccc(Cl)c(Cl)c3)c(=O)n2C)n1C,0.04
CCOC(=O)c1c(C)oc2ccc(OCc3ccc(Br)cc3)cc12,0.4
COc1ccc(Br)cc1CN1CCC(N2CCN(c3ccccc3OC)CC2)CC1,1.98
CNCC(O)c1ccc(OC(=O)C(C)(C)C)c(OC(=O)C(C)(C)C)c1 (configuration not stated),0.49
CN(C)CCN(Cc1cccs1)c1ccccn1,1.18
Nc1ccc(S(=O)(=O)Nc2cnc3ccccc3n2)cc1,0.88
CCOC(=O)NN(C(=O)OCC)c1c(C)c(C)c(C)c(C)c1C,-0.38

(listing goes on)
SMILES | Dicer processing
N#C/C(=N\Nc1ccc(F)cc1F)S(=O)(=O)c1ccsc1 | 0.34
COc1ccc(NC2OC(=O)c3ccccc32)cc1 (configuration not stated) | 1.59
Cc1ccc(C(=O)C(O)(O)C(F)(F)F)cc1 | -1.36
Cc1ccc(C(=O)OCC(=O)C(C)(C)C)cc1N1C(=O)c2c(C)nc3ccccc3c2C1=O | 3.22*
Cc1ccc(Sc2c(C(=O)O)cnc3c2c(C)nn3C)cc1 | -0.49
CCC[C@@H]1C[C@@H](C(=O)N[C@@H](C2O[C@H](SC)[C@H](O)[C@@H](O)[C@H]2O)[C@H](C)Cl)N(C)C1 (some centres not stated) | -0.75
COC(=O)C1=C(C)NC2=C(C(=O)c3ccccc32)C1c1cc(Cl)c(OC)c(OC)c1 (configuration not stated) | 0.5
O=S(=O)(Nc1ccccc1Sc1nc2ccc(Cl)cc2s1)c1ccc2c(c1)CCO2 | -1.61
COc1ccc(Sc2ccc(OC)cc2C(=O)O)c(C(=O)O)c1 | -0.37
Clc1cc(NCc2ccc3c(c2)OCO3)ccc1N1CCOCC1 | 6.92*
COc1ccc(C2CC(=O)C3=C(C2)Nc2nc4ccccc4n2C3c2ccco2)cc1 (configuration not stated) | -0.8
COCCOC(=O)C1=C(C)NC2=C(C(=O)CC(c3cccs3)C2)C1c1cccs1 (configuration not stated) | 0.82
CCOC(=O)NNC(=O)NCCCc1ccc2ccc3cccc4ccc1c2c34 | 2.28
Cc1cc(C)nc(N2CCN(C(=O)CSc3nc4ccccc4nc3N3CCOCC3)CC2)n1 | 1.18
CN1C(=O)C(O)(CC(=O)c2ccc3c4c(cccc24)CC3)c2ccccc21 (configuration not stated) | 1.43
COc1cccc(-c2nn(-c3ncccc3C(F)(F)F)c(=O)o2)c1 | 0.69
CC(=O)NC(Nc1ccc(F)cc1)(C(F)(F)F)C(F)(F)F | -0.97
COC(=O)c1nc2c(C)cccn2c1F | 3.08*
O=S(=O)(Oc1cc(Cl)cc(Cl)c1)c1cc(C(F)(F)F)cc(C(F)(F)F)c1 | -0.41
COC(=O)c1cc(NC(=O)c2cc(C(C)(C)C)nn2Cc2ccc(F)cc2)ccc1N1CCOCC1 | 1.06
COc1ccc(NC(=S)N(CCC#N)C2CCCCC2)cc1 | 1.6
CCC/C(O)=C(/C=N/c1ccc(C(=O)OC)o1)C(=O)OCC | -0.82
C=CCN(CC=C)Cc1c(C)[nH]c2ccc(OCC)cc2c1=O | 0.47
COC(=O)c1scc(S(=O)(=O)C(C)C)c1N | -1.4
c1ccc(OCc2nnc3sc(-c4cccnc4)nn23)cc1 | -0.56
O=C(Oc1cccc2cccnc12)c1ccccc1 | -0.08
COc1cc(OC)cc(-c2nc(-c3cccc(C)c3)no2)c1 | -0.47
CCCCN1CN=C(Nc2nc(C)c3ccccc3n2)NC1 | 0.66
O=C1Nc2ccc(S(=O)(=O)NCCO)c3cccc1c23 | 0.31
Fc1ccc(Nc2cccc3nonc23)cc1 | -0.97
COc1ccc(Oc2ccc([N+](=O)[O-])cc2C(=O)O/N=C(\N)c2ccc(C(F)(F)F)cc2)cc1 | -0.47
Cc1nc(N2CCN(C(c3ccccc3)c3ccccc3)CC2)nc2c1C(=O)CCC2 | 0.52
O=C(NC(=O)c1ccccc1Cl)c1ccccc1O | 0.32
CCOC(=O)c1ccc(Cl)c(NC(=S)N(C)C)c1 | -0.41
CN(NC(=O)c1ccc(Cl)cc1)c1cnn(C)c(=O)c1Cl | -0.03
COc1cccc(Oc2ccc(OC)cc2C(=O)NN)c1 | -0.12
CCCCS(=O)c1sc(C(=O)OCC)c2c1C(=O)CCC2 (configuration not stated) | -0.86

12 compounds from above, ordered by count of non-hydrogen atoms, high to low:
SMILES | Dicer processing
COC(=O)c1cc(NC(=O)c2cc(C(C)(C)C)nn2Cc2ccc(F)cc2)ccc1N1CCOCC1 | 1.06
COc1ccc(Oc2ccc([N+](=O)[O-])cc2C(=O)O/N=C(\N)c2ccc(C(F)(F)F)cc2)cc1 | -0.47
Cc1nc(N2CCN(C(c3ccccc3)c3ccccc3)CC2)nc2c1C(=O)CCC2 | 0.52
O=S(=O)(Oc1cc(Cl)cc(Cl)c1)c1cc(C(F)(F)F)cc(C(F)(F)F)c1 | -0.41
C=CCN(CC=C)Cc1c(C)[nH]c2ccc(OCC)cc2c1=O | 0.47
CCCCN1CN=C(Nc2nc(C)c3ccccc3n2)NC1 | 0.66
COc1cccc(Oc2ccc(OC)cc2C(=O)NN)c1 | -0.12
O=C1Nc2ccc(S(=O)(=O)NCCO)c3cccc1c23 | 0.31
O=C(NC(=O)c1ccccc1Cl)c1ccccc1O | 0.32
CCOC(=O)c1ccc(Cl)c(NC(=S)N(C)C)c1 | -0.41
Fc1ccc(Nc2cccc3nonc23)cc1 | -0.97
COC(=O)c1scc(S(=O)(=O)C(C)C)c1N | -1.4

Of the compounds above, 4 have a tert-butyl group:
SMILES | Dicer processing
CC(C)(C)OC(=O)C(C)(C)S(=O)(=O)c1ccc(Cl)cc1 | 0.27
CNCC(O)c1ccc(OC(=O)C(C)(C)C)c(OC(=O)C(C)(C)C)c1 (configuration not stated) | 0.49
Cc1ccc(C(=O)OCC(=O)C(C)(C)C)cc1N1C(=O)c2c(C)nc3ccccc3c2C1=O | 3.22*
COC(=O)c1cc(NC(=O)c2cc(C(C)(C)C)nn2Cc2ccc(F)cc2)ccc1N1CCOCC1 | 1.06
